MOR-DOR inv ag: inverse agonist of human OPRM1-OPRD1 heterodimerization. hit rate 0.21% among 340,000. AID 504357. inhibition, % at 9.3 µM. P35372+P41143. cell-based MOR-DOR heterodimer luminescence, inverse agonism; in the data active = inhibition above about 22%, passing the limit was not always enough;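 note: 0% = cells with DMSO and 100% = wells without cells with DMSO; values of inactives mirror those of a sister screen read the other way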
Tat export inh: inhibitors of E. coli Tat protein transport; E. coli MC4100 TorA-mCherry Tat export, fluorescence; inhibition, % at 10 µM; hit rate 0.036% among 340,000;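 active = mean replicate inhibition at least 50% and at least half of replicates individually reaching 50%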;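 note: exported cargo escapes ClpAP degradation while cytoplasmic cargo is degraded and loses fluorescence; 0% = median of neutral control wells and 100% = median of NaSCN control wells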
phage Ecoli inh: E. coli growth loss with phage present; growth absorbance; inhibition, % at 11.9 µM; hit rate 0.26% among 360,000; AID 651602; in the data active = inhibition above about 11%
MOR-DOR ag: OPRM1-OPRD1 heterodimerization agonism; activation, % at 9.3 µM; hit rate 0.3% among 340,000; P35372+P41143; cells, luminescence; in the data active = activation above about 18%;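 note: 0% = vehicle-treated cells and 100% = reference agonist; values of inactives mirror those of a sister screen read the other way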
AddAB inh: less growth of phage-infected E. coli with AddAB | E. coli expressing H. pylori AddAB, absorbance growth | inhibition, % at 11.9 µM | hit rate 0.29% among 330,000 | AID 435030; in the data active = inhibition above about 12%;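 note: 0% = vehicle wells of infected cells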
PKA-R2B act: PKA-R2B complex activation; P22694+P31323; PKA-R2B holoenzyme dissociation, Cy5-IP20 fluorescence polarization; R2B truncated from residue 108, S112A mutant; 0% DMSO only, 100% 113 µM cGMP; activation, % at 11.4 µM; hit rate 0.079% among 340,000;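 active = activation above a cutoff set at the mean over all compounds plus 3 SD, cut at about 18% in these data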;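 note: higher means more holoenzyme dissociation and a rise in polarization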
Target sequence (P31323 whole entry, looked up, other chains not shown, the tested form may be a part): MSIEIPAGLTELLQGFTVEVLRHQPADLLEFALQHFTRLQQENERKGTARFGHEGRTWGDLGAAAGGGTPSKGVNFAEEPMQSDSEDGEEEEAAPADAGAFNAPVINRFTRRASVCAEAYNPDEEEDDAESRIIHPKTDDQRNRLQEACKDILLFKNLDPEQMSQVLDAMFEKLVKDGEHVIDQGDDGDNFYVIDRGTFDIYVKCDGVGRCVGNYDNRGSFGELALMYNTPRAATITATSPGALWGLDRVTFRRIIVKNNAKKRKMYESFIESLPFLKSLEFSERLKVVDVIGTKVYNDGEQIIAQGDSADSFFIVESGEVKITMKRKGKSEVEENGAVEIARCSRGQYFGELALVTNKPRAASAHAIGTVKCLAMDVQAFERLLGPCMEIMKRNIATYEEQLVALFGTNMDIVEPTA
SUMO Mot1 rescue: SUMOylation pathway inhibition by Mot1-301 growth rescue; S. cerevisiae Mot1-301 growth rescue, ATP luminescence, 38.5C; percent above DMSO median, 100 means doubled; AID 2716; growth rescue, % at 18.8 µM; hit rate 1% among 320,000;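 active = every valid replicate shows activation above 250% relative to neutral control wells; inactive = the rest, any valid replicate at or below 250%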;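 note: OY570 slx delta 5 strain wells were the positive control but not used for scaling; some compounds called inactive have numbers as strong as hits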
HTR5A inv ag: HTR5A inverse agonism, opioid heterodimer counter-screen | P47898 | HTR5A cell line, luminescence | inhibition, % at 9.3 µM | hit rate 0.083% among 340,000; in the data active = inhibition mostly above about 23%, no sharp cut-off; inactive = mostly below about 18%;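 note: 0% = cells with DMSO and 100% = no-cell wells with DMSO; some compounds called inactive have numbers as strong as hits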
Target sequence (P47898 whole entry, looked up): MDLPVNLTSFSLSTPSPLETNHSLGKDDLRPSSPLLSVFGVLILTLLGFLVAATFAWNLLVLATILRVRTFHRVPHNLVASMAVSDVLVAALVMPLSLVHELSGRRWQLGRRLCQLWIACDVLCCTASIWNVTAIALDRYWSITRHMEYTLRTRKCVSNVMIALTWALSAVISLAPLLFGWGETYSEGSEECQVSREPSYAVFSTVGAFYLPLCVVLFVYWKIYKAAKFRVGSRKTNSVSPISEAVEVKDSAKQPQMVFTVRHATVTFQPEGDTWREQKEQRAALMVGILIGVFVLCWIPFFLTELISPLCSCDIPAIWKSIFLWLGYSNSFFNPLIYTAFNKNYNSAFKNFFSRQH
PfHsp90 set2: growth inhibition of yeast expressing Plasmodium Hsp90; S. cerevisiae expressing PfHsp90, BacTiter-Glo ATP, 48 h; yeast lacking PDR1 and PDR3 efflux regulators; inhibition, % at 9.4 µM; hit rate 0.32% among 310,000;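 active = every replicate shows inhibition above about 80%, whatever the replicate mean, limit read from the data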;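 note: 0% = DMSO neutral controls and 100% = 20 µM radicicol positive controls; yeast relying on Plasmodium falciparum Hsp90 in place of its own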
Ecoli viability: counter-screen for AddAB inhibitors: E. coli growth inhibition | E. coli V3065 growth, OD600 absorbance, 18 h | inhibition, % at 11.9 µM | hit rate 0.27% among 330,000 | AID 449728;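 active = inhibition above the campaign's mean inhibition across all tested compounds plus 3 SD, cut at about 9.9% in these data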;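 note: uninfected addAB+ strain grown without phage in ampicillin broth; 0% = DMSO wells and 100% = ciprofloxacin 0.95 µg/ml wells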
PKA-R1A activ: activates the PKA-R1A holoenzyme complex; PKA-R1A dissociation, Cy5-IP20 fluorescence polarization; scaled: DMSO 0%, 113 µM cGMP 100%; P00514+P68181; hit rate 0.083% among 340,000; activation, % at 11.4 µM;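 active = percent activation above the mean of all tested compounds plus 3 SD, cut at about 19% in these data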;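 note: higher means more PKAc released from R1A so a rise in polarization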
The depositor's hits bear a star; nt = not tested or not shown; & = joins results of further samples.

cpd	SMILES	MOR-DOR inv ag	Tat export inh	phage Ecoli inh	MOR-DOR ag	AddAB inh	PKA-R2B act
1	Cc1ncc([N+](=O)[O-])n1CCN1C(=O)c2ccccc2C1=O	12	-3	3.0	-2.4	-1.2	-2
2	CN(C)S(=O)(=O)c1ccc2c(c1)/C(=C/c1cc3c([nH]1)CCCC3)C(=O)N2	-25	-3	2.2	4.7	-0.1	-1
3	COc1ccc(NC(=S)Nc2cccnc2)c(OC)c1	6	-1	3.0	-1.2	1.2	7
4	Cc1cc(=O)n2[nH]c(-c3ccc(Cl)cc3)cc2n1	7	0	1.9	-1.4	4.4	10
5	CCN(CCCC(=O)c1ccc(F)cc1)CCc1ccccc1	-1	3	2.4	0.3	0.9	8
6	COc1ccc([N+](=O)[O-])cc1NS(=O)(=O)c1cc(C(=O)O)ccc1OC	14	-2	1.3	-2.7	-0.5	-7
7	Cc1cc(Cl)ccc1OCCn1cncn1	8	-2	-2.0	-1.1	1.7	4
8	O=C(COC(=O)Cc1ccc(Cl)cc1)NCc1ccc(F)cc1	12	4	4.0	-2.7	-0.3	-3
9	CCc1nnc(NC(=O)CCC(=O)NCc2ccccc2Cl)s1	15	-4	0.9	-2.9	2.6	-5
10	CCOC(=O)Nc1nc2ccccc2s1	-16	-4	2.2	2.8	2.5	0
11	Cc1ccn2c(NC3CCCCC3)c(-c3cccc(SC4CCCCC4)c3)nc2c1	1	0	0.5&1.4	-0.2	4.2	-10
12	O=C1CC(c2ccccc2)c2c(O)cc(O)cc2O1 (centres undefined)	22	5	3.4	-4.1	1.6	-6
13	COc1ccc(C2N(C(=O)CN3CCCC3)CCCN2S(=O)(=O)c2ccccc2)cc1 (centres undefined)	10	3	1.7	-1.6	1.1	-5
14	Cc1c(NC(=O)CSc2nnc(-c3cccc(Cl)c3)o2)c(=O)n(-c2ccccc2)n1C	15	7	2.8	-3.7	4.0	2
15	Cn1cc(CCC(=O)N2CCCC(CCC(=O)NCc3ccc(F)c(F)c3)C2)cn1 (centres undefined)	-1	-2	1.7	0.2	3.2	-5

cpd	SUMO Mot1 rescue	HTR5A inv ag	PfHsp90 set2	Ecoli viability	PKA-R1A activ
1	-3	-4	-8	0.3	8
2	117	-15	-4	-0.3	-9
3	8	-5	-9	-1.8	13
4	100	12	nt	-2.3	1
5	24	-5	-2	0.5	2
6	17	-1	1	0.6	-12
7	-2	0	-1	2.6	-1
8	nt	-25	2	-1.6	-3
9	-4	15	-1	-0.4	3
10	nt	-34	nt	0.4	0
11	-17	-5	41	3.3	4
12	136	-20	-13	-0.5	-10
13	495	-10	7	-3.9	2
14	-20	0	8	1.4	2
15	0	10	nt	-1.2	0

Following part:
cpd	SMILES	MOR-DOR inv ag	Tat export inh	phage Ecoli inh	MOR-DOR ag	AddAB inh	PKA-R2B act
16	CN(C)C(=O)CSc1nnc(-c2ccc(F)cc2)c2ccccc12	14	-4	2.2	-2.7	1.2	-16
17	Cc1cc(C2(c3ccc(O)c(C)c3)C(=O)Nc3ccccc32)ccc1O	-92	10	6.2	20*	3.5	-1
18	CCC(C)[C@H](NC(=O)N1CC(=O)Nc2ccccc21)C(=O)N1CCC(C(=O)O)CC1 (some centres undefined)	5	-7	3.4	-1.0	1.7	3
19	CCC(=O)N1c2ccc(S(=O)(=O)N3CCN(C)CC3)cc2CC1C (centres undefined)	4	1	-1.4	-0.9	2.1	0
20	Cc1ccc(CNC(=O)CS(=O)(=O)c2ccccc2)cc1	-2	-5	-0.6	0.2	-3.2	0
21	Cc1ccccc1NC(=O)/C(=C\c1cccs1)NC(=O)c1ccccc1	13	7	3.9	-2.0	-0.8	6
22	COc1ccc(OC)c(C(=O)c2ccccn2)c1	14	-3	1.2	-2.9	1.5	6
23	O=C(CSc1nnc(CNC(=O)c2ccco2)o1)Nc1ccc(F)cc1F	14	3	-1.2	-2.8	2.7	3
24	CSCC(CO)NS(=O)(=O)c1ccc(C)cc1 (centres undefined)	4	-4	1.7	-0.7	3.0	3
25	CSc1ccccc1OCc1cc(C(=O)NCCN2CCCC(O)C2)no1 (centres undefined)	9	-5	0.7	-1.6	1.8	6
26	COc1cc(/C=N/OCC(=O)NC2CCS(=O)(=O)C2)ccc1OC(F)F (centres undefined)	13	-7	-0.9	-2.8	1.7	1
27	CCOC(=O)Cc1c(C)c2ccc(N(CC)CC)cc2oc1=O	1	-3	1.7	-0.1	4.5	5
28	CS(=O)(=O)N(CC(=O)N1CCCC1)c1cc(Cl)ccc1Cl	10	1	-3.2	-2.0	3.0	1
29	CC(C)c1ccc(NC(=O)CCNC(=O)Cn2ccc3ccccc3c2=O)cc1	0	-2	2.4	0.1	1.9	0
30	COCCN(Cc1cc2cc3c(cc2nc1Cl)OCO3)C(C)=O	-7	-11	2.2	1.0	3.7	-1

cpd	SUMO Mot1 rescue	HTR5A inv ag	PfHsp90 set2	Ecoli viability	PKA-R1A activ
16	-13	-16	-2	1.5	-5
17	11	-16	-68	0.9	-9
18	-5	3	-13	2.4	-2
19	1	8	-8	0.8	10
20	4	-2	12	-3.0	-14
21	-11	-2	-18	-3.3	0
22	-19	-23	6	-1.2	-4
23	277	12	-5	-0.9	2
24	8	0	7	2.3	0
25	1	-5	7	-1.0	5
26	10	-2	nt	-1.3	-14
27	nt	-23	nt	-0.7	-9
28	-9	3	15	0.2	-3
29	238	-8	-6	-1.5	4
30	2	0	4	-0.6	-9

Gathered by group, the entries above with a COOH group (two)
cpd	SMILES	MOR-DOR inv ag	Tat export inh	phage Ecoli inh	MOR-DOR ag	AddAB inh	PKA-R2B act
6	COc1ccc([N+](=O)[O-])cc1NS(=O)(=O)c1cc(C(=O)O)ccc1OC	14	-2	1.3	-2.7	-0.5	-7
18	CCC(C)[C@H](NC(=O)N1CC(=O)Nc2ccccc21)C(=O)N1CCC(C(=O)O)CC1 (some centres undefined)	5	-7	3.4	-1.0	1.7	3

cpd	SUMO Mot1 rescue	HTR5A inv ag	PfHsp90 set2	Ecoli viability	PKA-R1A activ
6	17	-1	1	0.6	-12
18	-5	3	-13	2.4	-2

(next part)
cpd	SMILES	MOR-DOR inv ag	Tat export inh	phage Ecoli inh	MOR-DOR ag	AddAB inh	PKA-R2B act
31	Cn1c(=O)c2c(nc(SCCN3CCOCC3)n2Cc2ccccc2Cl)n(C)c1=O	19	-14	3.2	-3.5	-1.3	3
32	COc1ccc(CC2(CO)CCN(Cc3ccc4c(c3)CCO4)CC2)cc1	14	-4	5.7	-2.9	-1.0	0
33	CCCOc1c(Br)cc(C2C3=C(CCCC3=O)N(CC)C3=C2C(=O)CCC3)cc1OC	6	4	3.9	-1.0	1.2	-6
34	COc1ccc(C(=O)Cn2cc[n+](C)c2)cc1	8	0	3.8	-1.8	2.5	13
35	CC(C)c1ccc(NC(=O)C2C3C=CC4(CN(Cc5cccnc5)C(=O)C24)O3)cc1 (centres undefined)	-3	2	5.5	0.5	0.2	-8
36	COc1ccc(CC(=O)Nc2c3c(nn2-c2cccc(C)c2C)CS(=O)C3)cc1OC (centres undefined)	16	-2	2.2	-2.6	1.2	-4
37	Oc1c(Cl)cc(Cl)cc1/C=N/c1ncn[nH]1	5	-6	0.6	-0.9	1.2	2
38	COc1ccc(-c2nnc3ccc(SCC(=O)NCc4ccco4)nn23)cc1	-8	-1	2.3	1.4	0.2	1
39	O=C(c1c(F)cccc1F)N1CCN(c2cccc(C(F)(F)F)c2)CC1	11	3	1.7	-2.0	1.4	6
40	O=C(Nc1ccccn1)c1ccc(=O)[nH]n1	-4	-3	-1.2	0.8	3.6	3
41	NC(=O)N/N=C/c1cccc(C(F)(F)F)c1	3	-5	4.6	-0.7	-0.7	-10
42	O=C(c1cccnc1)C1CCCN(Cc2nc(Cc3ccccc3F)no2)C1 (centres undefined)	11	-2	2.0	-1.9	1.5	-6
43	Cc1cc(C)nc(NC(=O)c2ccc(C)c(C)c2)n1	6	4	2.1	-1.2	-1.6	3
44	COc1ccc(C(=O)Nc2c(N)nc[nH]c2=O)cc1	18	-1	3.8	-3.6	2.1	-9
45	CSCCC(NC=O)C(=O)NC(C)C(=O)O (centres undefined)	-13	-1	3.2	2.4	nt	11
46	O=C(Nc1ncccn1)C1=C(O)c2ccccc2S(=O)(=O)N1Cc1ccccc1	-2	-2	-0.2	0.3	0.2	-1
47	CC1=NN(Cc2ccccc2)C(=O)C1C(c1ccc(Cl)cc1)C(C#N)C#N (centres undefined)	25	2	2.7	-4.1	1.6	-9

cpd	SUMO Mot1 rescue	HTR5A inv ag	PfHsp90 set2	Ecoli viability	PKA-R1A activ
31	8	-31	-27	-1.0	-5
32	28	-1	5	-1.1	-15
33	424	5	29	-0.2	7
34	8	3	1	-2.5	5
35	5	14	15	-0.6	-1
36	5	-2	-2	-0.6	4
37	27	-20	2	1.0	-11
38	3	-5	nt	-0.3	-1
39	-7	-23	-12	1.5	-16
40	2	5	nt	0.0	8
41	0	20	-18	-0.3	-5
42	4	-1	28	1.5	-8
43	10	1	-5	0.8	-4
44	-20	14	4	1.5	-5
45	nt	2	17	nt	1
46	160	-4	-14	-0.6	-5
47	0	7	4	0.8	-4

From no. 31 as far as 39, copied from above:
cpd	SMILES	MOR-DOR inv ag	Tat export inh	phage Ecoli inh	MOR-DOR ag	AddAB inh	PKA-R2B act
31	Cn1c(=O)c2c(nc(SCCN3CCOCC3)n2Cc2ccccc2Cl)n(C)c1=O	19	-14	3.2	-3.5	-1.3	3
32	COc1ccc(CC2(CO)CCN(Cc3ccc4c(c3)CCO4)CC2)cc1	14	-4	5.7	-2.9	-1.0	0
33	CCCOc1c(Br)cc(C2C3=C(CCCC3=O)N(CC)C3=C2C(=O)CCC3)cc1OC	6	4	3.9	-1.0	1.2	-6
34	COc1ccc(C(=O)Cn2cc[n+](C)c2)cc1	8	0	3.8	-1.8	2.5	13
35	CC(C)c1ccc(NC(=O)C2C3C=CC4(CN(Cc5cccnc5)C(=O)C24)O3)cc1 (centres undefined)	-3	2	5.5	0.5	0.2	-8
36	COc1ccc(CC(=O)Nc2c3c(nn2-c2cccc(C)c2C)CS(=O)C3)cc1OC (centres undefined)	16	-2	2.2	-2.6	1.2	-4
37	Oc1c(Cl)cc(Cl)cc1/C=N/c1ncn[nH]1	5	-6	0.6	-0.9	1.2	2
38	COc1ccc(-c2nnc3ccc(SCC(=O)NCc4ccco4)nn23)cc1	-8	-1	2.3	1.4	0.2	1
39	O=C(c1c(F)cccc1F)N1CCN(c2cccc(C(F)(F)F)c2)CC1	11	3	1.7	-2.0	1.4	6

cpd	SUMO Mot1 rescue	HTR5A inv ag	PfHsp90 set2	Ecoli viability	PKA-R1A activ
31	8	-31	-27	-1.0	-5
32	28	-1	5	-1.1	-15
33	424	5	29	-0.2	7
34	8	3	1	-2.5	5
35	5	14	15	-0.6	-1
36	5	-2	-2	-0.6	4
37	27	-20	2	1.0	-11
38	3	-5	nt	-0.3	-1
39	-7	-23	-12	1.5	-16

Assay outcomes: PubChem, several laboratories
